Bioassay records from PubChem.
proCasp7 act: counter-screen for procaspase-3 activators: activators of human procaspase-7 | activation, % at 8.5 µM | 330,000 tested, 0.093% active | P55210 | recombinant procaspase-7, Ac-DEVD-pNA absorbance 405 nm; D23A/D198A/D206A triple mutant, cannot self-cleave; scale: DMSO 0, 5 µM enzyme 100 | AID 463210;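 active = percent activation above the screen-wide mean plus 3 SD, cut at about 25% in these data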
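System: Procaspase-7 triple mutant (PC-7 D3A); measure: % activation from two-timepoint absorbance difference, scaled to controls; times: 1 h compound preincubation, 2 h substrate cleavage, 25 °C; also added: Ac-DEVD-pNA substrate, 400 µM as added; measured by: Epi-absorbance of released pNA at 405 nm, two timepoints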
AHR activator: activates the human aryl hydrocarbon receptor; P35869; activation, % at 5 µM; AHR-responsive luciferase reporter cells, luminescence; 320,000 tested, 2.5% active; in the data active = activation above about 47%;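 also: 0% = vehicle wells and 100% = reference agonist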
PP5 inh: inhibitors of human protein phosphatase 5 (PP5); purified PP5c, OMFP substrate fluorescence; P53041; inhibition, % at 6.7 µM; 320,000 tested, 0.18% active;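 active = inhibition above the campaign's mean inhibition across all tested compounds plus 3 SD, cut at about 9.5% in these data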;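 also: 0% = DMSO only and 100% = 100 µM cantharidin control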
Target sequence (P53041 whole entry, looked up): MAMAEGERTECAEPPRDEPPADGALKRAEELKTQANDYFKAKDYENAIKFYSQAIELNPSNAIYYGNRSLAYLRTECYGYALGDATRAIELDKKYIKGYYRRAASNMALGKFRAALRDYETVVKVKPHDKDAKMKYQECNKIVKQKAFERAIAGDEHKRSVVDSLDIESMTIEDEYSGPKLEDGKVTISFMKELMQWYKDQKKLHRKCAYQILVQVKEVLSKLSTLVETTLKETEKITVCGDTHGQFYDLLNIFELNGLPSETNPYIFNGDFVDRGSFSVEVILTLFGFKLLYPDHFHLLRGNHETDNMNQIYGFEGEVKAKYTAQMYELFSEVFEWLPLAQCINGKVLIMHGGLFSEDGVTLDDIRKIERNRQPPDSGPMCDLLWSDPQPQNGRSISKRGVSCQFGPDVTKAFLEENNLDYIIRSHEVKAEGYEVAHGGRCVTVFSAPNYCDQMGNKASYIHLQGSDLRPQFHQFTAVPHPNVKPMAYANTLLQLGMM
TPT1 inhibitor: inhibitors of Candida albicans tRNA 2'-phosphotransferase TPT1; recombinant caTPT1, FP RNA substrate dephosphorylation; inhibition, % at 5 µM; 300,000 tested, 0.81% active; AID 1962;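 active = inhibition above the mean of all tested compounds plus 3 SD, set per screening campaign, cut at about 24% in these data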;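 also: plate controls were DMSO alone for no effect and ferristatin control at 100 nM for full effect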
PAFAH2 FP inh: inhibitors of human PAFAH2 | inhibition, % at 3.39 µM | AID 492956 | recombinant PAFAH2, FP-rhodamine activity probe, fluorescence polarization | Q99487 | 340,000 tested, 0.99% active;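 active = inhibition above the mean over all tested compounds plus 3 SD, cut at about 30% in these data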;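 also: inhibitors block probe labeling of enzyme so polarization drops; 0% = enzyme with DMSO and 100% = wells lacking PAFAH2 protein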
PP1 inh: blocks human PP1-alpha phosphatase, a PP5 counter-screen; 320,000 tested, 0.9% active; inhibition, % at 6.7 µM; AID 2235; purified PP1alpha, OMFP fluorescence; P62136;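 active = inhibition above the mean inhibition of all tested compounds plus 3 SD, computed separately for each screening campaign, cut at about 15% in these data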
Target sequence (P62136 whole entry, looked up): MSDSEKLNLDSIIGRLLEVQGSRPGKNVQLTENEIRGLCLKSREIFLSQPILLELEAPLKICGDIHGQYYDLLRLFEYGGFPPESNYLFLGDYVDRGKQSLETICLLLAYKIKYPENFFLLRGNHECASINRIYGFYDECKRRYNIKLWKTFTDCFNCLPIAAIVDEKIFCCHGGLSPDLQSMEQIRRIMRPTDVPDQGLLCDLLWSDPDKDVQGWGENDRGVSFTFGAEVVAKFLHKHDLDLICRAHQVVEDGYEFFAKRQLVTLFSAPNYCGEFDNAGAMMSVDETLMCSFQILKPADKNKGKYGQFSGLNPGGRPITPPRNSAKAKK
proCasp3 act: procaspase-3 (human) activation | P42574 | recombinant procaspase-3 D3A, Ac-DEVD-pNA absorbance 405 nm | activation, % at 8.5 µM | 330,000 tested, 0.11% active;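 active = activation above the mean of all tested compounds plus 3 SD, cut at about 21% in these data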;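 also: 0% = DMSO alone and 100% = DMSO wells spiked with extra 5 µM PC-3 D3A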
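Test system: Procaspase-3 D3A mutant; medium: Zinc-free HEPES/NaCl buffer with 0.01% Triton X-100 at pH 7.4; reagent: DEVD-pNA substrate; doses: one concentration, 8.5 µM nominal, 0.8% DMSO; times: 1 h preincubation plus 2 h reaction at 25 °C; signal: Epi-absorbance at 405 nm of released p-nitroaniline, 0 and 120 min; replicates: singlicate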
core dimer inh: blocks dimerization of HCV core protein. TR-FRET GST/Flag-core106 dimerization, 1536-well. inhibition, % at 5 µM. 300,000 tested, 0.33% active;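 active = inhibition above the mean of all tested compounds plus 3 SD, set per screening campaign, cut at about 45% in these data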
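Material: Tagged HCV core106 pair (GST and Flag) | Amount: GST-core106 13.5 nM, Flag-core106 17 nM | Medium: KF-containing HEPES buffer, pH 7.45, DTT, CHAPS, BSA | Reagent: Eu donor and XL665 acceptor anti-tag antibodies | Schedule: 4 h at 22.5 °C | Technique: Time-resolved FRET, ex 340 nm, em 617 and 671 nm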
Fh CTSL1 inh: counter-screen for PFM18AAP inhibitors: inhibitors of F. hepatica cathepsin L1; 300,000 tested, 0.49% active; recombinant F. hepatica cathepsin L1, Z-Leu-Arg-MCA fluorescence; inhibition, % at 5.96 µM;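 active = inhibition above the mean of all tested compounds plus 3 SD, set per screening campaign, cut at about 17% in these data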;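 also: 0% = plate median of test compound wells and 100% = 1 µM Z-Phe-Ala-diazomethylketone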
Active calls of the source: *; nt = no result given.

SMILES	proCasp7 act	AHR activator	PP5 inh	TPT1 inhibitor	PAFAH2 FP inh	PP1 inh	proCasp3 act	core dimer inh	Fh CTSL1 inh
COc1ccc(NC(=S)SC)cc1OC	-6	5	3.1	-2	-11	-7	-19	0	1
Cc1ccc(NC(=S)NC(=O)c2cncc(Br)c2)c(C)c1	0	7	0.5	-4	nt	-1	0	0	2
COc1ccc(NC(=O)c2cc(-c3cccnc3)nc3c(C)c(C)ccc23)c(OC)c1	-7	10	3.1	2	5	-8	-4	3	6
Cc1cc(=O)oc2c(C)c(OCC(=O)N3CCN(C(=O)C4COc5ccccc5O4)CC3)ccc12 (stereo unspecified)	5	2	1.4	0	10	0	3	3	7
COc1ccc(-c2noc(CCCC(=O)Nc3ccc(C(N)=O)cc3)n2)cc1	-1	-9	4.4	1	3	2	9	-4	-2
Cc1onc(-c2ccccc2Cl)c1C(=O)Nc1nnc(-c2ccc(F)cc2)s1	-3	24	-4.1	-2	6	2	8	-11	4
O=C1CCC(C(=O)OCC(=O)N2N=C3/C(=C/c4ccccc4)CCCC3C2c2ccccc2)N1 (stereo unspecified)	-1	73*	1.8	-1	2	5	-1	14	9
CCOC(=O)C1CCN(C(=O)COC(=O)CSc2ccc([N+](=O)[O-])cc2)CC1	-13	1	0.8	-2	0	-2	-7	4	-4
CCN(c1ccccc1)S(=O)(=O)c1ccc(C(=O)Nc2ncccc2O)cc1	-2	2	0.1	2	6	0	5	8	-3
O=C(NN1C(=O)NC2(CCCCC2)C1=O)c1cc2ccccc2o1	3	4	1.0	nt	-6	0	9	nt	nt
COc1ccc(N2CCCC2)c(NC(=O)c2ccc([N+](=O)[O-])o2)c1	-13	1	-0.9	-36	15	4	-3	17	2
O=C(N/N=C/c1cccnc1)c1ccc(S(=O)(=O)N2CCCCCC2)cc1	7	1	3.7	1	0	0	1	-3	-7
Cn1nc(C(=O)Nc2ccc(S(=O)(=O)NCc3ccco3)cc2)c2ccccc2c1=O	-9	-2	0.2	-6	nt	4	0	3	2
CCOC(=O)/C(C#N)=C1/C=CN(C)C(C)=N1	-4	0	1.1	-3	2	-2	-3	-2	9
CC1Cc2ccccc2N1C(=O)C1CCCN1S(=O)(=O)c1ccc(Cl)cc1 (stereo unspecified)	-2	2	0.5	0	7	4	4	2	0

An excerpt of these results, with values under each structure.
Value order: proCasp7 act | AHR activator | PP5 inh | TPT1 inhibitor | PAFAH2 FP inh | PP1 inh | proCasp3 act | core dimer inh | Fh CTSL1 inh
- COc1ccc(NC(=S)SC)cc1OC
→ -6 | 5 | 3.1 | -2 | -11 | -7 | -19 | 0 | 1
- Cc1ccc(NC(=S)NC(=O)c2cncc(Br)c2)c(C)c1
→ 0 | 7 | 0.5 | -4 | nt | -1 | 0 | 0 | 2
- COc1ccc(NC(=O)c2cc(-c3cccnc3)nc3c(C)c(C)ccc23)c(OC)c1
→ -7 | 10 | 3.1 | 2 | 5 | -8 | -4 | 3 | 6

Among those listed so far, four contain an aryl methoxy group.
SMILES	proCasp7 act	AHR activator	PP5 inh	TPT1 inhibitor	PAFAH2 FP inh	PP1 inh	proCasp3 act	core dimer inh	Fh CTSL1 inh
COc1ccc(NC(=S)SC)cc1OC	-6	5	3.1	-2	-11	-7	-19	0	1
COc1ccc(NC(=O)c2cc(-c3cccnc3)nc3c(C)c(C)ccc23)c(OC)c1	-7	10	3.1	2	5	-8	-4	3	6
COc1ccc(-c2noc(CCCC(=O)Nc3ccc(C(N)=O)cc3)n2)cc1	-1	-9	4.4	1	3	2	9	-4	-2
COc1ccc(N2CCCC2)c(NC(=O)c2ccc([N+](=O)[O-])o2)c1	-13	1	-0.9	-36	15	4	-3	17	2

Sorted by length of the SMILES (highest first): part of the list above.
SMILES	proCasp7 act	AHR activator	PP5 inh	TPT1 inhibitor	PAFAH2 FP inh	PP1 inh	proCasp3 act	core dimer inh	Fh CTSL1 inh
CC1Cc2ccccc2N1C(=O)C1CCCN1S(=O)(=O)c1ccc(Cl)cc1 (stereo unspecified)	-2	2	0.5	0	7	4	4	2	0
Cc1ccc(NC(=S)NC(=O)c2cncc(Br)c2)c(C)c1	0	7	0.5	-4	nt	-1	0	0	2
COc1ccc(NC(=S)SC)cc1OC	-6	5	3.1	-2	-11	-7	-19	0	1

(next part)
SMILES	proCasp7 act	AHR activator	PP5 inh	TPT1 inhibitor	PAFAH2 FP inh	PP1 inh	proCasp3 act	core dimer inh	Fh CTSL1 inh
CC(C)CCN1C(=O)c2ccc(C(=O)Nc3c[nH]c(=O)[nH]c3=O)cc2C1=O	4	0	-0.2	3	-5	-3	10	-3	4
COc1cc(-c2nnc(NC(=O)CS(=O)(=O)c3ccc(C)cc3)o2)cc(OC)c1OC	17	-3	0.2	-1	1	2	2	-1	-2
COc1ccc(NC(=O)c2sc(-c3ccccc3)nc2C)c(OC)c1	-10	-5	-3.0	-2	3	-3	0	7	2
Cc1ccccc1S(=O)(=O)N1CCN(C)CC1	14	1	-1.7	0	-2	-2	-4	2	5
O=C(c1ccc(F)cc1)N1CCN(c2cnn(-c3ccccc3)c(=O)c2Cl)CC1	-1	2	2.7	-3	-7	0	7	-2	4
CC(=O)C1=C(O)CC(c2ccccc2)CC1=NCCc1ccccc1 (stereo unspecified)	2	1	1.7	1	-3	2	-4	3	-1
COc1ccc(-c2nc(CS(=O)CC(=O)N3CCc4ccccc4C3)c(C)o2)cc1 (stereo unspecified)	-16	9	-0.4	-4	-2	-3	-5	1	-10
Cc1ccc(C)c(CN2CCC(CNC(=O)CCc3nnc4ccc(N5CCC(C)CC5)nn34)CC2)c1	6	0	1.4	0	-5	1	6	5	0
CSc1nnc(NC(=O)c2cc3ccccc3oc2=O)s1	-2	1	-2.2	0	-1	-6	0	-9	-8
CCOc1ccc(C(C)=O)cc1COC(=O)CCc1cc(OC)c(OC)c(OC)c1	4	5	4.2	-2	-2	7	4	-3	-7
COc1ccc(Cc2nc3ccc(C(=O)N4CCCN(C=O)CC4)cc3o2)cc1	2	0	0.0	-1	8	-1	4	5	5
COc1ccc(CCn2c(S)nc3ccccc3c2=O)cc1	-1	68*	1.9	-1	-4	1	4	6	3
CCOc1ccc(NC(=O)C2CCN(S(=O)(=O)c3ccc4c(c3)CC(C)N4C(C)=O)CC2)cc1 (stereo unspecified)	-7	2	1.1	1	1	5	1	8	3
O=C(O)c1cccc(Nc2nc3ccccc3nc2NS(=O)(=O)c2cccs2)c1	5	4	-1.9	3	12	2	-2	2	4
CN(C1CCS(=O)(=O)C1)S(=O)(=O)c1ccc2ccccc2c1 (stereo unspecified)	15	0	0.9	-1	3	2	4	-1	-2
CCCCOc1ccc(C(=O)N(C)CC(=O)Nc2ccc(C)cc2)cc1	0	2	2.5	-1	12	1	4	-4	3
Cc1ccccc1Nc1cc(C)c2c(O)cccc2n1	-2	11	4.6	0	9	10	5	4	-3
O=C(Nc1cccc(S(=O)(=O)N2CCCC2)c1)c1cncc(Br)c1	4	13	nt	nt	7	nt	15	nt	nt
CCOc1ccccc1-n1c(SCC(=O)N2CCCc3ccccc32)nnc1-c1cccnc1	-2	0	-0.3	-1	-14	-5	7	12	-2
Cc1nn(Cc2ccccc2)c(C)c1N	1	5	1.4	-2	-1	-3	1	0	0
CN1CCN(CC(=O)Nc2nc(-c3c[nH]c4ccccc34)cs2)CC1	-2	13	4.0	2	3	0	-9	-9	-2
COc1ccc(NC(=O)CCc2c(C)nc3nc(C)nn3c2C)cc1	8	1	0.1	0	1	1	5	-5	1
CC(C)c1ccc(NC(=O)Cn2cccc2C2=NC(c3ccccc3)CO2)cc1 (stereo unspecified)	-1	5	3.8	4	1	1	-8	4	-1
O=C(CSCc1c(Cl)cccc1Cl)N1CCOCC1	5	-7	-4.2	-1	6	-6	-2	-16	-9
O=C(NCc1ccccn1)c1ccc(Cl)cc1Cl	-4	0	-2.4	2	-9	-4	-9	0	3
CCN1CCOC(CC(=O)Nc2ccc([N+](=O)[O-])cc2)C1=O (stereo unspecified)	-8	0	1.1	1	-4	-5	-21	1	0
COC(=O)c1ccccc1NC(=O)CSc1nnc(-c2cccc(NC(C)=O)c2)n1C	-6	0	-0.8	-2	4	-3	-1	-1	1
CCOc1ccc(C(=O)OC(C)CN2CCCCC2)cc1 (stereo unspecified)	3	0	2.2	6	57*	-4	-6	2	-2
CN(C)N1C(N)=C(C#N)C(c2cccnc2)C2=C1CCCC2=O (stereo unspecified)	5	10	-1.0	-2	1	0	4	1	-3
CCCCOCCCNC(=O)Cc1cccs1	9	0	-1.5	1	18	-2	5	-4	0
N#Cc1cccc(NC(=O)CN2C(=O)NC(Cc3ccccc3)C2=O)c1 (stereo unspecified)	-7	2	-2.2	2	3	-1	6	1	2
COC(=O)c1ccccc1S(=O)(=O)N1CCC(C(=O)OC(C)C(=O)Nc2ccccc2OC)CC1 (stereo unspecified)	2	2	-0.8	nt	4	0	9	nt	nt
O=C(NCc1n[nH]c(=S)n1-c1cccc(Cl)c1)c1ccc(S(=O)(=O)N2CCCC2)cc1	10	-3	-0.2	1	4	3	-2	0	-1
O=C(/C=C/c1ccc([N+](=O)[O-])o1)NNC(=O)c1ccc(F)cc1	-7	1	-0.5	2	39*	0	-10	8	18*
C=C[C@@](C)(O)CC[C@@H]1[C@@]2(C)CCCC(C)(C)[C@@H]2CC[C@@]1(C)O	-8	-3	4.0	-3	6	3	3	-3	3
CN(C)c1nc(C(=O)NN)nc(N(C)C)n1	-6	1	-0.5	-3	2	0	-2	-1	4
N#Cc1ccccc1Cn1cc(/C=N/Nc2ccc([N+](=O)[O-])cn2)c2ccccc21	-1	3	1.6	37*	4	1	9	22	5
NC(=O)c1ccc(NC(=O)CN2CCN(S(=O)(=O)c3ccc4c(c3)OCCO4)CC2)cc1	-12	0	1.5	nt	-1	-2	-2	nt	nt
COc1cccc(C2C3=C(CCCC3=O)Nc3nc(-c4cc(OC)c(OC)c(OC)c4)nn32)c1 (stereo unspecified)	4	31	1.5	-1	12	3	4	1	1
CCN(CC(=O)Nc1c(F)cccc1F)C(=O)c1ccc(S(=O)(=O)NCc2ccco2)cc1	4	-1	0.5	-1	4	-1	-10	-6	1
Cc1ccc(C(=O)/C=C/Nc2ccccc2C(N)=O)o1	-16	8	-0.7	6	5	-4	-2	4	-1
